Assay outcomes deposited in PubChem by Sanford-Burnham Center for Chemical Genomics.
hIAP inh – human IAP inhibition; P09923; purified IAP, CDP-Star luminescence, 30 min; inhibition, % at 10 µM; 330,000 compounds, 0.12% hits; AID 2544;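 active = inhibition reaching a set limit with compound at 10 µM in the primary screen, cut at about 35% in these data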;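 also: plate controls were DMSO wells with enzyme for no effect and no-enzyme buffer wells for full effect; values of inactives mirror those of a sister screen read the other way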
mIAP inh – blocks mouse intestinal alkaline phosphatase; AID 2806; inhibition, % at 10 µM; 330,000 compounds, 0.2% hits; purified mouse IAP, CDP-Star luminescence, 30 min;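 active = inhibition of at least 40% at 10 µM in the primary screen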;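 also: plate controls were DMSO with enzyme for no effect and no enzyme wells for full effect; values of inactives mirror those of a sister screen read the other way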
APOBEC3A inh – human APOBEC3A DNA deaminase inhibition | recombinant A3A, FAM/TAMRA ssDNA deamination fluorescence | inhibition, % at 20 µM | 330,000 compounds, 0.41% hits | AID 493011;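 active = at least 40% inhibition at 20 µM here, with at most 30% in a related deaminase screen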;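 also: plate controls were A3A with DMSO for no effect and wells lacking A3A enzyme for full effect; some results filed as inactive read as strong as hits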
Target sequence (P31941 whole entry, looked up): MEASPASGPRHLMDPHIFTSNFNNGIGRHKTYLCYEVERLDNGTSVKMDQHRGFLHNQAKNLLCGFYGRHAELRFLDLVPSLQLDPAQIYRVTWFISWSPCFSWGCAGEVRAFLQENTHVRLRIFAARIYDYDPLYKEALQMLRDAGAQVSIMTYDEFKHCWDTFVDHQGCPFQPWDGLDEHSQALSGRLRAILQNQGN
A3G deaminase – blocks human APOBEC3G single-stranded DNA deamination; recombinant A3G, ssDNA deamination FAM/TAMRA fluorescence; 330,000 compounds, 0.28% hits; inhibition, % at 20 µM; AID 493012;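 active = inhibition of at least 40% at 20 µM, with no more than 30% in the related APOBEC3A deaminase screen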;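 also: plate controls were DMSO wells with A3G for no effect and wells lacking A3G enzyme for full effect; some compounds called inactive have numbers as strong as hits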
Target sequence (Q9HC16 whole entry, looked up): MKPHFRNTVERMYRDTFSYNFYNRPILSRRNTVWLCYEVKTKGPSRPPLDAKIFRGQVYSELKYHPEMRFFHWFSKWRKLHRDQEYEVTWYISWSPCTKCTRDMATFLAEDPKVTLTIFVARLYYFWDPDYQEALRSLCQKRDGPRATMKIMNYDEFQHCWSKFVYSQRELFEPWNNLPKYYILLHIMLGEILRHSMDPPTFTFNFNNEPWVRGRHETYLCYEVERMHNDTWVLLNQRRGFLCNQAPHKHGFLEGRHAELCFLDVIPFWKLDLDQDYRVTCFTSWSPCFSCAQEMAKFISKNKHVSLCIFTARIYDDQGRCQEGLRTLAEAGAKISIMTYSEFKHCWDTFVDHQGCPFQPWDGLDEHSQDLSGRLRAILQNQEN
hIAP activ – increases human intestinal alkaline phosphatase activity; purified human IAP, CDP-Star luminescence, 30 min; active compounds read high; 1 = vehicle-only enzyme, 0 = enzyme-free background; activation factor at 10 µM; 330,000 compounds, 0.16% hits;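 active = activation factor of the enzyme at least 2-fold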; also: the source names both 10 and 20 µM as test concentration; values of inactives mirror those of a sister screen read the other way
mIAP activ – increases mouse intestinal alkaline phosphatase activity; muIAP, CDP-Star luminescence, 30 min; active compounds read high; 1 = vehicle-only enzyme signal, 0 = enzyme-free wells; AID 2805; activation factor at 10 µM; 330,000 compounds, 0.24% hits;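 active = activation factor of at least 2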; also: the source names both 10 and 20 µM as test concentration; values of inactives mirror those of a sister screen read the other way
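Assay system: mouse IAP enzyme; Reagent: CDP-Star chemiluminescent phosphatase substrate; Compound: DMSO-dissolved test compounds; Incubation: 30 min, room temperature; Technique: luminescence from enzymatic CDP-Star hydrolysis; Controls: DMSO-only wells and no-enzyme negative control.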
beta cell repl – induces beta-cell replication in MIN6 cells | MIN6 cells proliferation, ATPlite luminescence, 48 h; cells starved in 0.2% serum; 100% = growth in 10% serum | proliferation, % at 10 µM | 330,000 compounds, 0.29% hits | AID 2380;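 active = compounds whose signal lies at least 3.5 SD above the mean of all wells on their plate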;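 also: 0% = DMSO-treated cells in low-serum medium and 100% = 10% serum control; some compounds called inactive have numbers as strong as hits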
NLRP3 yeast inh – inhibitors of NALP3 inflammasome in yeast; Yeast reconstituted NLRP3/ASC/caspase-1, beta-gal luminescence, 24 h; inhibition, % at 10 µM; 330,000 compounds, 0.39% hits; AID 2825;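 active = inhibition of 50% or more; inactive = inhibition below 50%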;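 also: plate controls were induced DMSO wells for no effect and uninduced yeast grown without galactose for full effect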
SENP1 inh – blocks the human SENP1 SUMO protease catalytic domain | Q9P0U3 | recombinant SENP1 catalytic domain, CyPet-SUMO1-YPet FRET cleavage | 360,000 compounds, 0.21% hits | inhibition, % at 10 µM;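 active = inhibition at least 30% at 10 µM, raw YFP signal under a set limit, fluorescence ratio 0.5 to 1.5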;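 also: 0% = enzyme with DMSO and 100% = no enzyme wells; some results filed as inactive read as strong as hits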
Target sequence (Q9P0U3 419-644 limits assumed): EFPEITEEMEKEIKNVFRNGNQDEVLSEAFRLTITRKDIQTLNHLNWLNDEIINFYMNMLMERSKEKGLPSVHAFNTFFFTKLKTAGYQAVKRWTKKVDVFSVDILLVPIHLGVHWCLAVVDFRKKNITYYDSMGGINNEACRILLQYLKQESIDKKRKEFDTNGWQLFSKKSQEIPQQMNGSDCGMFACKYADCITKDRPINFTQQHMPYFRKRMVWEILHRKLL
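system = hSENP1 catalytic domain, recombinant | reagent = SFCypet-SUMO1-SFYpet substrate at 25 nM | doses = one dose per compound, 10 µM, 0.5% DMSO | incubation = enzyme reaction for 50 min at room temperature, dark | measured by = FRET, CFP and YFP emission | controls = no-enzyme low, enzyme-DMSO high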
* = called active by the depositor; nt = not tested or not shown. This is a subset. The share of hits here may be higher or lower than overall.

Compound	hIAP inh	mIAP inh	APOBEC3A inh	A3G deaminase	hIAP activ	mIAP activ	beta cell repl	NLRP3 yeast inh	SENP1 inh
COc1ccc(S(=O)(=O)N(C)C[C@H]2Oc3ccc(NC(=O)Nc4ccc5c(c4)OCO5)cc3C(=O)N([C@H](C)CO)C[C@@H]2C)cc1	-4	-129	3	-4	1	2.3*	-5	17	-2
COc1ccc(-c2noc(CCC(=O)Nc3cccnc3)n2)cc1	-10	-1	0	0	1.1	1	-3	19	2
CCCN1C2CCCC1CC(NC(=O)c1cccc(OC)c1)C2 (configuration not stated)	-25	2	-3	-5	1.2	0.98	-1	11	0
CC1CCCCC1NC(=O)CSc1nncn1N (configuration not stated)	1	12	-1	1	0.99	0.88	-3	9	1
Cc1oc(-c2cccs2)nc1CS(=O)CC(=O)NCCCOC(C)C (configuration not stated)	18	11	-2	-3	0.82	0.89	-1	10	-4
Cc1cc(C)c(NC(=O)CS)c(Cl)c1	-16	26	3	1	1.2	0.73	-3	-1	1
COC(=O)C1=CN(Cc2ccccc2)C=C(C(=O)OC)C1c1ccc(O)c(OC)c1	-8	-13	-7	0	1.1	1.1	-4	8	-11
CN(C)C(CN=C1NS(=O)(=O)c2ccccc21)c1ccco1 (configuration not stated)	-7	5	13	3	1.1	0.95	-3	28	-37
CC(C)CC1(C)NC(=O)N(CC(=O)Nc2cccc(S(=O)(=O)N(C)c3ccccc3)c2)C1=O (configuration not stated)	5	-12	0	-1	0.95	1.1	-4	9	2
COc1ccc(Cc2nnc(SCC(=O)NCC3CCCO3)o2)cc1 (configuration not stated)	15	-5	-2	-2	0.85	1	-3	0	3
COc1ccccc1OCC(=O)Nc1cccc(C(=O)N2CCOCC2)c1	-4	-5	1	4	1	1	-2	8	3
N#Cc1ccccc1NC(=O)COC(=O)c1cccs1	-10	-7	-1	-6	1.1	1.1	-2	9	0
COc1ccc(OC)c(NC(=O)CN2C(=O)NC3(CCCc4ccccc43)C2=O)c1 (configuration not stated)	16	-7	-1	-1	0.84	1.1	4	-5	0
Cc1ccc(NCc2nnc(SCC#N)o2)c(C)c1	-1	4	-4	-6	1	0.96	0	15	1
CCC(CC)C(=O)Nc1nnc(S(=O)(=O)N2CCCCCC2)s1	16	-1	0	-11	0.84	1	-1	11	0
Cc1ccc(CSCC(=O)NCc2cccs2)cc1	0	-6	-7	-3	1	1.1	0	5	2
CCOC(=O)C1(CCCc2ccccc2)CCN(CCCn2cccn2)CC1	13	-5	0	-4	0.87	1	-2	10	0
CN1CCN(NC(=O)CN2C(=O)/C(=C/c3ccccc3Cl)SC2=S)CC1	-28	10	0	-2	1.3	0.9	-2	3	3
O=C1CCC/C1=C/Nc1ccc(Cl)cc1	2	-3	-2	-12	0.98	1	-2	16	4
CCc1cc2cc(C(=O)N3CCN(Cc4ccccc4)CC3)sc2s1	-6	-1	-6	-4	1.1	1	-1	7	-1
CCOc1ccc2c(c1)C(C)=CC(C)(C)N2S(=O)(=O)c1ccc(F)cc1	10	2	-8	-8	0.9	0.98	-3	13	0
Cc1cccc(CSC2=NCCN2C(=O)c2ccco2)c1	15	9	-1	-1	0.85	0.91	-2	11	5
COc1ccc(S(=O)(=O)N2CCN(Cc3ccccc3)CC2)cc1	-7	2	-2	-4	1.1	0.98	-3	10	0
CCN(CC)CCNCc1ccc(-c2ccc(Cl)cc2)o1	3	1	-6	-5	0.97	0.99	-3	3	0
O=C(NCCc1ccc(F)cc1)c1ccc([N+](=O)[O-])cc1	-6	-8	5	-9	1.1	1.1	-2	10	1
O=C(N[C@@H]1C/C=C\C[C@H](CC(=O)N(CCO)Cc2ccccc2)C(=O)NC[C@@H](c2ccccc2)OC1=O)OCC1c2ccccc2-c2ccccc21	-1	13	1	-2	1	0.87	-6	22	0
CCOc1cc(/C=C2/C(=O)ON=C2C)ccc1OCc1ccccc1	0	0	-5	-6	1	1	-5	17	nt
CC1=C(C(=O)OC2CCCCC2)C(c2ccc(C)o2)C2=C(CCCC2=O)N1 (configuration not stated)	9	-4	-5	-3	0.91	1	-3	1	-3
Cc1ccc2nc3n(c(=O)c2c1)-c1ccc(Cl)cc1C(=O)NC3Cc1ccccc1 (configuration not stated)	22	0	-4	-11	0.78	1	2	21	nt
CC1(C)Cc2nc3sc4c(OCc5ccccc5)ncnc4c3cc2CO1	-4	2	-3	-2	1	0.98	-1	23	0
CC(=O)c1sc(-c2ccc(F)cc2F)nc1C	6	-4	-7	-6	0.94	1	0	15	0
COc1cc(NC(=O)CSc2nc3c(C)ccc(C)c3cc2C)c(C(=O)O)cc1OC	-21	8	-8	-8	1.2	0.92	0	8	0
O=C(NCc1ccccn1)c1ccc(NC(=O)c2ccco2)cc1	26	10	0	-9	0.74	0.9	0	10	1
CC(=O)c1c(C(C)=O)c(C)n(Cc2ccc(Cl)cc2)c1C	-3	5	-3	-3	1	0.95	4	9	1
O=C(CCc1ccccc1)Nc1ncn[nH]1	-19	-18	94*	-7	1.2	1.2	-3	13	1
CCOc1ccc(NC(N)=O)cc1	2	4	0	-6	0.98	0.96	0	-2	-1
COc1ccc(CSC(=N)N)cc1[N+](=O)[O-]	-6	10	5	-1	1.1	0.9	-5	23	2
Cc1cccnc1Nc1nc(-c2ccc(O)cc2)cs1	7	-11	-2	6	0.93	1.1	-3	21	0
COc1ccc(/C=C2/N=C(SC3CCOC3=O)N(c3cccc(OC)c3)C2=O)cc1 (configuration not stated)	2	16	1	-4	0.98	0.83	0	19	-27
CCOC(=O)c1c(CC(C)C)csc1/N=C/C1C(=O)CC(C)(C)CC1=O	0	18	-2	-4	1	0.82	-3	16	-28
C/C(=N\NC(=O)c1ccccc1-n1cccc1)C1CC1	-7	-10	0	-2	1.1	1.1	-3	13	2
Cc1cccc(OCC(=O)O/N=C(\N)c2ccccn2)c1	15	0	19	-4	0.85	1	1	40	0
Cc1ccccc1-c1nc2cc(Cl)ccc2o1	-2	11	2	-3	1	0.89	-2	4	-2
CSc1nc(=S)n(-c2ccccc2)c(C)c1C(C)=O	-2	1	-2	-8	1	0.99	0	16	1
CNC(=S)N(Cc1cccs1)Cc1cc2cc(OC)ccc2[nH]c1=O	-10	2	0	-7	1.1	0.98	-3	15	-1
COc1ccc(C(=O)NCC(=O)OCC(=O)N2N=C(c3ccc(Cl)cc3)CC2c2ccco2)cc1OC (configuration not stated)	-1	2	-3	-8	1	0.98	-3	17	-1
CCN(c1cccc(C)c1)S(=O)(=O)c1ccc(OC)c([N+](=O)[O-])c1	4	0	-3	-8	0.96	0.99	-3	21	3
O=C(CSc1nnnn1C1CCCCC1)NCc1ccco1	8	-3	0	-2	0.93	1	1	8	-1
COc1cccc(CNC(=O)C2CCN(S(=O)(=O)N3CCC(C)CC3)CC2)c1	-24	-7	2	-2	1.2	1.1	-1	3	0
Cc1nc(SCC(=O)O)c(C#N)c(-c2ccco2)c1C(=O)N(C)C	-14	7	4	-7	1.1	0.93	0	4	3
CC1(c2ccccc2)NC(=O)N(CC(=O)NCC2CCCO2)C1=O (configuration not stated)	6	-1	2	-3	0.94	1	-6	6	2
Cc1ccc(C(=O)NCc2occc2C(=O)O)o1	1	1	29	8	0.99	0.99	-2	3	0
O=C(CC1S/C(=N/N=C/C=C/c2ccccc2)NC1=O)Nc1ccc(Cl)c(Cl)c1 (configuration not stated)	-52	0	2	-2	1.5	0.99	0	9	1
O=C(N/N=C/c1coc2ccccc2c1=O)c1ccncc1	-36	-2	1	-3	1.4	1	2	20	2
COC(=O)c1c(C)oc2ccc(N(C(C)=O)S(=O)(=O)c3ccccc3)cc12	3	-15	-4	-7	0.97	1.1	-4	9	-1
O=C(CSc1nncn1-c1ccccc1)Nc1ccc(F)cc1F	0	7	2	0	1	0.93	-2	24	2
COc1ccc(N(Cc2ccco2)C(=O)c2ccccc2F)cc1OC	5	-12	2	-1	0.95	1.1	-1	16	1
COc1ccc(OC)c(S(=O)(=O)Nc2ccc3c(c2)C(=O)OC3)c1	-2	-1	4	6	1	1	-4	16	2
CCOC(=O)CN1NC2(CCCCCC2)NC1=S	-20	-1	3	37	1.2	1	0	2	2
N#C/C(=C\c1ccc2c(c1)OCCO2)C(=O)NC1CCCCC1	19	6	4	1	0.81	0.94	-3	6	1

Other entries follow:
Compound	hIAP inh	mIAP inh	APOBEC3A inh	A3G deaminase	hIAP activ	mIAP activ	beta cell repl	NLRP3 yeast inh	SENP1 inh
CCOc1ccc(S(=O)(=O)N2CCC(C(=O)OC(C)C(=O)N(C)C3CCCCC3)CC2)cc1 (configuration not stated)	15	2	1	-4	0.85	0.98	-4	10	0
CC(C)CNC(=S)N(CCCO)Cc1cc2cc3c(cc2[nH]c1=O)OCCO3	-12	12	1	18	1.1	0.88	-3	14	-22
CCNC(=S)NNC(=O)c1cccs1	-32	-13	4	0	1.3	1.1	3	12	-1
CC(C)(C)OC(=O)NCCCC1=CC2=CC(=O)C(C)(OC(=O)c3ccco3)C(=O)C2=CO1 (configuration not stated)	0	13	-1	-2	1	0.87	-1	13	nt
Cc1ccc(S(=O)(=O)NCCC(C)C)cc1[N+](=O)[O-]	-11	-2	2	-2	1.1	1	0	26	5
CC(C)NC(=S)NC(=O)/C=C/c1cccc2ccccc12	-1	-5	1	1	1	1	-3	3	-12
CCOC(=O)Cc1csc(NC(=O)CSc2nnc(-c3ccc(C)cc3)o2)n1	9	2	-1	-1	0.91	0.98	-4	11	-1
COC(=O)C1=CN(C2CC2)C=C(C(=O)OC)C1c1ccccc1OC	3	-1	1	-5	0.97	1	4	15	-90
CC(=O)c1c(C)[nH]c(C(=O)OCC(=O)NCCC2=CCCCC2)c1C	-16	-2	-2	-4	1.2	1	6	-8	0
CCOC(=O)Cc1cc(=O)n2[nH]c(-c3ccc(C)cc3)cc2n1	-11	7	7	4	1.1	0.93	-1	14	-12
O=C(CN1C(=O)NC2(CCCC2)C1=O)Nc1nc2c(F)cc(F)cc2s1	-13	5	4	0	1.1	0.95	-1	11	-12
CCOC(=O)N1CCN(C(=O)COC(=O)Cc2ccc(Cl)cc2)CC1	-15	0	-3	-17	1.1	0.99	1	15	0
O=C(Nc1ccnn1C1CCN(C(=O)c2ccccc2C(F)(F)F)CC1)C1CC1	3	-13	2	9	0.97	1.1	-1	11	0
CC(=O)c1cccc([N+](=O)[O-])c1	11	4	1	0	0.89	0.96	-1	0	1
O=C(NCC1CCCO1)/C(=C/c1cn(-c2ccccc2)nc1-c1cccnc1)NC(=O)c1ccccc1 (configuration not stated)	-2	-5	3	5	1	1	5	8	0
